# pCIP destab: compounds decreasing mouse p/CIP protein stability | hit rate 0.01% among 290,000 | F442A p/CIP-EGFP cells, EGFP fluorescence, 16 h | Q05BA5 | decrease of EGFP signal, % at 10 µM | AID 1984;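 active means EGFP signal decrease of at least 30% at 10 µM or well 3 SD below plate mean, unless failing retest; inactive means the rest, including hits failing retest or dose response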; further: some compounds called inactive have numbers as strong as hits; many of its hits are not listed in these tables
# SUMO HTRF inh: SUMOylation inhibition. HTRF SUMOylation assay, SAE1/SAE2 + UBC9, in vitro. inhibition, % at 35 µM. hit rate 0.36% among 290,000. AID 2006; in the data active means inhibition above about 50%, passing the limit was not always enough; further: strong numbers were not always called active
# Target sequence (P63279 whole entry, looked up): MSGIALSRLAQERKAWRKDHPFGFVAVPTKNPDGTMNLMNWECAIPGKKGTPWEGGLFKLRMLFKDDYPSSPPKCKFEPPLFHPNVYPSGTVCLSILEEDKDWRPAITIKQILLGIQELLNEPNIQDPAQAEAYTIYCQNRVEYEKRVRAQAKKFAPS
# GalR3 antagonist: antagonists of human GalR3; hit rate 0.44% among 360,000; AID 651719; HEK293 GalR3-CNG cAMP membrane potential fluorescence; galR3 body fused to GalR1 C-terminus; inhibition, % at 3 µM;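 active means inhibition above the screen-wide average plus 3 SD, cut at about 13% in these data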;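 further: forskolin and galanin both at EC90 stimulate the cells; cAMP rise reported by CNG channel membrane potential dye signal; 0% = forskolin plus galanin with DMSO and 100% = forskolin alone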
# Target sequence (O60755 1-299 limits assumed): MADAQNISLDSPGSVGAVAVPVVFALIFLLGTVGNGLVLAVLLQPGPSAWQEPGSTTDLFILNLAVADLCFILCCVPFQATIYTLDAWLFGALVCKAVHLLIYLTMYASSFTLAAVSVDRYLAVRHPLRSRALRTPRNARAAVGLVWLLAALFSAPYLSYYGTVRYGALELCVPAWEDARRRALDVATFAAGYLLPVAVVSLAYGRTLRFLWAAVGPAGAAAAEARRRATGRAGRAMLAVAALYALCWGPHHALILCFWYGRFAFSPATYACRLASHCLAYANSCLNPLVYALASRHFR
# IDE inh: cellular human IDE inhibition; P14735; HEK cells, FAbetaB cleavage, fluorescence polarization; inhibition, % at 5.59 µM; hit rate 0.41% among 320,000;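 active means percent inhibition above the average of all tested compounds plus 3 SD, set per screening campaign, cut at about 16% in these data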;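 further: IDE supplied by intact live HEK cells; FP after avidin binding of uncleaved biotin substrate so inhibition keeps polarization high; 0% = DMSO wells and 100% = 60 µM reference IDE inhibitor Ii1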
# CRFR2-BP antag: blocks CRF-induced signaling of the CRF-BP/CRF-R2 complex. hit rate 0.59% among 350,000. HEK293 CRF-R2/CRF-BP, CRF-induced calcium fluorescence. inhibition, % at 11.8 µM;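 active means inhibition of the ligand-induced calcium signal above about 50% at the single tested concentration, limit read from the data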
# IDE act: activators of human insulin-degrading enzyme in cells; P14735; HEK cells, FAbeta-B cleavage, fluorescence polarization; 0% vehicle, 100% cell-free pure enzyme wells; activation, % at 5.96 µM; hit rate 0.073% among 340,000;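 active means activation above the mean of all tested compounds plus 3 SD, set per screening campaign, cut at about 17% in these data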
# NS3 helicase inh: blocks Hepatitis C virus NS3 helicase unwinding | inhibition, % at 10.9 µM | AID 1800 | NS3 helicase DNA unwinding, Cy5 molecular beacon fluorescence | hit rate 0.56% among 290,000;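 active means inhibition above the mean of all tested compounds plus 3 SD, set per campaign, cut at about 35% in these data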;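 further: 0% = DMSO wells and 100% = thioflavine S control wells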
#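 System: Hepatitis C virus NS3 helicase domain fragment enzyme | Reagent: Annealed dual-labelled DNA beacon duplex, ATP-started | Compound dosing: 10.9 µM single point, 0.8% DMSO | Incubation: 1 h reaction at 25 °C, ATP-initiated | Technique: Cy5 fluorescence | Evaluation: Percent inhibition from t60/t0 fluorescence ratio | Benchmarks: Low DMSO, high thioflavine S at 110 µM | Replication: Singlicate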
# VIM-2 inh: inhibitors of Pseudomonas aeruginosa VIM-2 metallo-beta-lactamase; purified VIM-2, nitrocefin hydrolysis, epi-absorbance fluorescence; inhibition, % at 5.6 µM; hit rate 0.89% among 290,000; AID 1527;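 active means inhibition above the mean of all tested compounds plus 3 SD, cutoff set per screening run, cut at about 7.5% in these data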;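 further: red hydrolysis product quenches plate fluorescence so inhibitors raise well fluorescence; 0% = enzyme with DMSO and 100% = DMSO without enzyme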
# IMP-1 inhibitor: blocks Pseudomonas aeruginosa IMP-1 metallo-beta-lactamase; purified IMP-1, nitrocefin hydrolysis, epi-absorbance fluorescence; inhibition, % at 5.6 µM; hit rate 0.45% among 290,000;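 active means inhibition above the mean plus 3 SD of all compounds in the same screening run, cut at about 4.5% in these data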;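 further: 0% = IMP-1 with DMSO and 100% = DMSO wells lacking enzyme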
#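 Assay system: purified recombinant IMP-1 beta-lactamase. Input: IMP-1 0.2 nM before substrate addition. Buffer or medium: Zinc- and detergent-supplemented HEPES buffer, pH 7.1. Schedule: 25 °C, 15 min preincubation, 25 min reaction. Signal: Epi-absorbance fluorescence, 480 nm excitation, 530 nm emission. Evaluation: percent inhibition from optical density relative to buffer-blank wells.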
# An asterisk follows results filed as active; x = not tested or not shown.
SMILES,pCIP destab,SUMO HTRF inh,GalR3 antagonist,IDE inh,CRFR2-BP antag,IDE act,NS3 helicase inh,VIM-2 inh,IMP-1 inhibitor
CCCCOc1ccc(CNC(=O)NS(=O)(=O)c2ccc(OCC)cc2)cc1,-8,12,3,0,10,6,0,-3.4,-3.5
Cc1ccc(S(=O)(=O)N2CCOCC2)cc1NC(=O)COC(=O)Cc1ccc(Cl)cc1,x,x,-3,8,11,-1,x,x,x
COc1ccc(Cl)cc1C(=O)Nc1ccc(NC(C)=O)cc1,-25,-2,3,8,22,-1,3,-2.2,-2.1
Cc1cccc(NC(=O)CCCN2C(=O)C(c3ccccc3)Oc3cccnc32)c1C (centres undefined),-38,9,-8,-2,7,1,-16,-0.5,0.6
COc1ccc(COC(=O)C2=C(C)NC(=O)NC2c2cc(Br)c(O)c(OC)c2)cc1 (centres undefined),-4,-6,29*,4,-19,5,-5,-2.8,-2.1
COc1ccc(CNC(=O)c2ccc3c(c2)N(C)C(=O)CS3=O)cc1 (centres undefined),-18,11,1,1,3,-4,-1,-2.3,-2.8
Cc1nc2ccc(NC(=O)c3ccc(Cl)c(S(=O)(=O)N(C)c4ccccc4)c3)cc2s1,-3,-10,-2,26*,-26,-6,-4,-1.9,-1.1
COc1cc(/C=C2/C(=O)N(c3ccc(Br)cc3)N=C2C)cc([N+](=O)[O-])c1O,-1,22,x,-2,x,x,1,-3.5,-4.2
Cc1ccc(NC(=O)CSCC(=O)Nc2cc(Cl)ccc2N2CCOCC2)cc1,x,x,-6,-5,0,5,x,x,x
O=C(Cn1nc(-c2ccccc2F)ccc1=O)NCc1ccc2c(c1)OCO2,-1,18,-7,1,-7,-2,3,-2.9,-3.2
CCCCOC(=O)Nc1cc(OC)c(Cl)cc1OC,-8,-13,-2,-2,13,2,-4,-4.3,-3.5
O=C(Nc1ccc(C(=O)N2CCOCC2)cc1)Nc1cccc(Cl)c1,3,16,2,0,0,-2,-7,-1.2,-1.7
CC(NC(=O)Cc1ccccc1)c1ccccc1 (centres undefined),4,0,-5,5,6,-3,-9,1.5,-0.7
COc1ccc(N/C(N)=N/c2nc(C)cc(C)n2)c(OC)c1,-6,4,-7,-5,-4,4,-7,0.6,-1.7
COc1cc(-c2nnc(SC(C)C(=O)Nc3c(C)n(C)n(-c4ccccc4)c3=O)o2)cc(OC)c1OC (centres undefined),-12,19,-8,4,24,2,10,-3.3,-4.1
CCN(CC)CCNc1nc(-c2cccs2)c(CC(=O)O)s1,9,16,-1,4,1,3,-3,-1.4,-3.1
O=C(CCCn1c(=O)[nH]c2cc(Cl)ccc2c1=O)NC1CCCCCCC1,-9,11,6,-1,-12,1,-5,-1.4,0.0
CCOc1ccc(S(=O)(=O)N(CC)CC(=O)NC2CCS(=O)(=O)C2)cc1 (centres undefined),x,x,-6,2,-7,6,x,x,x
CCn1c(-c2ccc[nH]c2=O)nc2ccccc21,-4,31,4,-2,-8,3,8,0.8,-3.0
CC(C)C[C@H](NC(=O)OC(C)(C)C)C(=O)N1CCC(C(=O)N[C@@H](Cc2ccccc2)C(=O)O)CC1,-8,12,-6,-5,-11,2,15,-2.5,0.3
O=C(Nc1ccccc1[N+](=O)[O-])c1nc[nH]c1C(=O)NCCO,-6,0,2,2,1,0,12,0.3,-4.2
O=C(CCN1CCN(c2ccccc2F)CC1)Nc1ccc(F)cc1,0,-10,-10,6,8,-1,3,-3.6,-2.3
COc1cccc(-n2c(C)nn(CCOc3ccccc3)c2=O)c1,-1,10,6,7,-1,0,0,-1.1,-1.0
CSCCC(NC(=O)c1ccccc1)C(=O)N1CCCCCCC1 (centres undefined),x,x,-7,-2,-8,3,x,x,x
Cc1ccnc(NS(=O)(=O)c2ccc(NC(=O)CN3C(=O)c4ccccc4S3(=O)=O)cc2)n1,x,x,3,-5,-12,4,x,x,x
# Following part
SMILES,pCIP destab,SUMO HTRF inh,GalR3 antagonist,IDE inh,CRFR2-BP antag,IDE act,NS3 helicase inh,VIM-2 inh,IMP-1 inhibitor
O=[N+]([O-])c1ccc(Cl)c(C[n+]2cccc3ccccc32)c1,-12,1,-3,2,8,4,-27,0.7,0.4
COC(=O)c1ccccc1S(=O)(=O)N1CCC(C(=O)NC2CCCCC2C)CC1 (centres undefined),x,x,-3,-1,3,1,x,x,x
COc1ccc(S(=O)(=O)N2CCCCC2C)cc1 (centres undefined),-9,3,1,2,7,-4,6,-1.3,-0.5
C=CCn1c(C)cc(C(=O)Cn2ncc(Cl)c(Cl)c2=O)c1C,3,36,4,-6,-18,7,28,-2.3,-0.5
CCOc1ccc(-c2c(C)n([O-])c3c([n+]2=O)CCCCC3)cc1,-3,15,-3,-1,-18,0,-3,-1.7,-1.8
COc1ccc2nc(N(CCN(C)C)C(=O)c3ccc4ccccc4c3)sc2c1,2,-3,-3,-6,-21,-2,-35,-0.4,-0.5
C=CCNC(=O)C(=O)NCC1CCCN1CC (centres undefined),-2,10,-4,-1,0,1,4,-3.1,-4.0
CNC(=O)c1ccc(-c2sc3nc(N4CCOCC4)c4c(c3c2N)CCCC4)o1,-6,47,-5,-9,-11,1,4,-0.9,-2.2
CCOC(=O)N1CCN(C(=O)COc2ccc(S(=O)(=O)Nc3ccc(OCC)cc3)cc2)CC1,-1,-12,-4,-4,-6,0,0,-1.6,-3.0
CCCCC(=O)Nc1nc(C)c(-c2csc(Nc3ccc(Cl)cc3)n2)s1,1,-1,x,4,-11,3,4,-0.1,0.4
O=C(NNC(=O)c1ccccc1Cl)c1ccccc1Cl,-16,-4,-3,-1,-4,-2,7,-1.5,-3.7
Cc1cc(Cl)ccc1C(=O)C1CCCN(C(=O)c2cscn2)C1 (centres undefined),-8,26,-2,4,27,5,7,2.3,0.5
CCN1CCC(N2CCN(c3ccccc3OC)CC2)CC1,4,-1,-2,-2,2,8,2,-2.2,-2.5
O=C(Cc1cccs1)Nc1ccc(F)c(S(=O)(=O)N2CCOCC2)c1,x,x,3,-8,-5,-2,x,x,x
Cc1ccc(S(=O)(=O)N(C)CC(=O)Nc2ccc3c(c2)OCO3)cc1,-17,0,-7,-5,3,3,4,-5.2,-4.1
CCC(C)(C)C1CCC2(CC1)NC(=O)N(CC(=O)N1CCN(C(=O)c3ccco3)CC1)C2=O (centres undefined),x,x,-4,-6,-5,2,x,x,x
O=C(CSc1nnc(Cn2nnc(-c3ccccc3)n2)n1-c1ccccc1)Nc1ccccc1,5,7,-3,-5,12,2,-18,-1.4,4.7*
O=C(COc1ccccc1)Nc1ccccc1N1CCCCC1,6,-26,-5,7,-15,2,-7,0.2,-1.7
CCOC(=O)C(=CNc1cc(C)nn1C(C)(C)C)C(=O)OCC,-2,10,-5,-3,4,-1,2,0.1,-1.2
COc1ccc(NC(=O)Nc2nnc(Cc3ccccc3)s2)cc1,3,10,-12,7,14,-2,-2,-0.1,-4.1
O=C(NCC(O)c1ccccc1)c1cccs1 (centres undefined),-2,12,-8,4,-5,0,-7,-2.8,-4.0
C=CCNC(=O)NC(=O)CSc1nnc(C(F)(F)F)n1C,-8,-6,-5,-1,10,0,4,-4.6,-2.1
CCOC(=O)C(Cc1ccc(Cl)cc1Cl)c1ccno1 (centres undefined),-7,-12,0,15,-4,2,7,-2.3,-3.6
COc1ccccc1N1CCN(C(=O)CN2C(=O)c3ccccc3S2(=O)=O)CC1,-3,4,-2,-2,2,1,1,-1.3,-0.8
Cn1c(=O)c(C(=O)NNC(=O)c2ccccc2F)c(O)c2ccccc21,-19,6,-11,1,-1,4,-9,-0.3,-0.8
# Carrying on.
SMILES,pCIP destab,SUMO HTRF inh,GalR3 antagonist,IDE inh,CRFR2-BP antag,IDE act,NS3 helicase inh,VIM-2 inh,IMP-1 inhibitor
CN(C)c1nc(Cl)cc(N2CCOCC2)n1,-2,0,-4,-3,25,2,-1,0.5,-3.2
CN(C)C(=S)Oc1ccccc1-c1ccccc1OC(=S)N(C)C,-7,3,-7,5,8,1,0,-2.6,-2.3
CC(=O)c1c(N2CCOCC2)nc2ccc(Br)cc2c1-c1ccccc1,0,-15,-6,11,-14,x,-32,-3.2,-2.3
CC(C)Cn1c(-c2csc(C(C)C)c2)n[nH]c1=S,16,-1,-2,-8,-7,x,-9,-1.7,-1.2
COc1ccc(NC(=O)CN(C)C(=O)CSc2ccc(Br)cc2)cc1,x,x,-2,-2,-6,-2,x,x,x
COC(=O)C(C)n1cnc2c(nnn2-c2ccc(OC)cc2)c1=O (centres undefined),-1,13,-7,-1,-3,6,-2,-0.8,-2.2
COc1ccc(/C=C2\OC(=S)N(C)C2=O)cc1,-4,-14,-4,0,1,5,-5,-2.5,-1.1
Cc1c(-c2ccccc2)nc2ccccc2c1C(=O)OCC(=O)Nc1ncc(C(F)(F)F)cc1Cl,-2,-22,-2,-2,-45,4,2,0.1,0.0
Cc1ccc(NC(=O)CCN2C(=O)c3ccccc3C2=O)cc1,-3,11,-4,-2,12,1,2,-0.2,-3.0
COc1ccccc1OCCCCOc1ccccc1F,-3,-16,-7,-2,17,10,-10,1.6,-2.5
Cc1nnc(NC(=O)CSC2CCCCC2)s1,-8,-2,x,-3,-64,3,1,0.0,-2.0
CCN(CC)S(=O)(=O)c1ccc(NC(=O)C(C)N(c2ccccc2)S(C)(=O)=O)cc1 (centres undefined),-5,10,0,-3,-31,0,-9,-0.6,-2.7
CCOc1ccccc1N(C(=O)Nc1ccc(Cl)cc1)C1=NC(C)CS1 (centres undefined),-16,8,-3,-3,-2,-1,3,-1.8,-0.6
Cc1cccc(-c2noc(C3CCCCC3)n2)c1,-145,4,-5,-1,11,3,5,-1.7,-2.4
C=CCCCOc1ccc(C(=O)O)cc1,-6,-7,-4,-1,-7,3,0,-1.6,0.3
O=C1CSc2ccc(C(=O)Nc3cccc(S(=O)(=O)Nc4ccc(Br)cc4)c3)cc2N1,-7,-19,-3,1,-19,-2,-2,-1.6,-2.6
COc1ccccc1CNC(=O)c1ccncc1,1,-11,-3,1,2,2,-11,-2.0,-2.3
COC(=O)C1=C(C)N(CCc2ccccc2)C(=O)C1(NS(=O)(=O)c1ccc(NC(C)=O)cc1)C(F)(F)F (centres undefined),-9,15,-4,5,0,-1,-3,-3.4,-1.1
O=C1C2C3C=CC(CC3)C2C(=O)N1/N=C/c1ccccc1O (centres undefined),-9,13,-3,-4,7,3,10,-6.2,-4.4
COc1ccc(-c2nc(CSCC(=O)NC3CCCC3)c(C)o2)cc1OC,6,2,-9,-9,2,6,0,-0.9,-0.9
COc1cccc2sc3cc(NCc4ccc(C)o4)ccc3c(=O)c12,x,x,-4,2,30,4,x,x,x
COc1ccc(NC(=O)CSc2nc(C)cc(C)n2)c([N+](=O)[O-])c1,-8,17,2,0,22,0,6,-2.0,-2.9
Cc1cccc(C(=O)NNC(=O)c2n[nH]c(=O)c3ccccc23)c1C,x,x,-5,-2,0,2,x,x,x
S=C(Nc1cccnc1)NC1CCCC1,0,-1,5,1,18,-1,0,-2.4,-3.3

# Assay outcomes: PubChem BioAssay, several laboratories
